Screens from PubChem BioAssay.
EPAC2 antagonist: qHTS for Antagonist of cAMP-regulated guanine nucleotide exchange factor 2 (EPAC2): primary screen; Rap guanine nucleotide exchange factor 4 (Homo sapiens), Q8WZA2; EPAC2 GEF exchange of Rap1B-BODIPY-GDP, fluorescence; Potency, µM (top dose mostly 114 µM), for the others: at the top dose activity, negative = inhibition, hits mostly inhibitors; 360,000 compounds, 0.18% hits; further: on the % scale 0 is the no-effect control and ±100 the full control effect; nearly all actives have a fitted effect of over 45% in size; many of its hits are not listed in these tables
Target sequence (Q8WZA2 whole entry, looked up): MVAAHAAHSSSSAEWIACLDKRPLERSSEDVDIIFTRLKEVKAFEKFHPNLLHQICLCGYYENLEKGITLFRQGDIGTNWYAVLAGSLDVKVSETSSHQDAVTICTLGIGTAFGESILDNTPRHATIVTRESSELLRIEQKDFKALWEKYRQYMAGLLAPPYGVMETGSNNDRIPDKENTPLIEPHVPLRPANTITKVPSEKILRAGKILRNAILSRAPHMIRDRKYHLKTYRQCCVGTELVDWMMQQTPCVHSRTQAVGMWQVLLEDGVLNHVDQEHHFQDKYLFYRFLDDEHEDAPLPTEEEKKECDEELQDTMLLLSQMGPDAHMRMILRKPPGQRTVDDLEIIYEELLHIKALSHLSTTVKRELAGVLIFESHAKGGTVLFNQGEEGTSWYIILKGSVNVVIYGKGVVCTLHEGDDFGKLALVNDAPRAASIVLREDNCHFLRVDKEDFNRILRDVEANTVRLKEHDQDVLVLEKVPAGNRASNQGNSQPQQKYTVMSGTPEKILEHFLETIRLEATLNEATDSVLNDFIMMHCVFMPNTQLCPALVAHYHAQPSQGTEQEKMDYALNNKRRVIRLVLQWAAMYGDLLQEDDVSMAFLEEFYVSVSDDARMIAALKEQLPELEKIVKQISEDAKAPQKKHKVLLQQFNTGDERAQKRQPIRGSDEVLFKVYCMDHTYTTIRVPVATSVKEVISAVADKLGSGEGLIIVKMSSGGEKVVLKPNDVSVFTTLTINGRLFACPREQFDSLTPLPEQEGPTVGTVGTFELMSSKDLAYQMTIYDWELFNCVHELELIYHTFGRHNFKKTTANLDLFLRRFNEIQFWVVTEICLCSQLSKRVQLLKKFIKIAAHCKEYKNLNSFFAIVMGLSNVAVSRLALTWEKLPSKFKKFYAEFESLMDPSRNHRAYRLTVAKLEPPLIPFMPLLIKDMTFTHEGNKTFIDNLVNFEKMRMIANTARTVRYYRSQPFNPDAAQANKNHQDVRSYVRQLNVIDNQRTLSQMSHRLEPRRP
MCF10A rerep: A quantitative high throughput screen for small molecules that induce DNA re-replication in MCF 10a normal breast cells; MCF 10A DNA re-replication, Hoechst nuclear intensity, 48 h; AID 624296, 2012; 350,000 compounds, 2.9% hits; Potency, µM (titrated, usually from 46.1 µM), for the others: at the highest dose activity, positive = re-replication, usual class: activators; further: % of control where 0% means no effect; nearly all actives have a fitted effect of over 50% in size
Nrf2 ARE act: qHTS of Nrf2 Activators | AREc32 ARE-luciferase reporter (MCF7-derived line), luminescence, 24 h | Potency, µM (highest dose often 46.1 µM), for the others: top-dose activation, most hits filed as activators | 410,000 compounds, 0.31% hits; further: % of control where 0% means no effect; nearly all actives have a fitted effect of over 65% in size
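Luminescent ARE reporter assay in AREc32_Fluc cells: overnight plating at 37 deg C, 24 hr compound incubation, Steady-Glo added, 30 min RT before reading.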
A549 viability: Nrf2 qHTS screen for inhibitors: counterscreen for cytotoxicity; A549 ARE-Fluc cells, CellTiter-Fluor viability, 18-24 h; Potency, µM (titrated, usually from 46 µM), inactives show at the highest dose activity change, negative = cytotoxicity, most hits filed as inhibitors; 390,000 compounds, 0.16% hits; AID 504648, 2011; further: on the % scale 0 is the no-effect control and ±100 the full control effect
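Cytotoxicity counterscreen: CellTiter-Fluor fluorescence was measured in A549 ARE_Fluc cells after 18-24 h of compound exposure in a concentration series. The subsequent BugLite luminescent read reports ARE-luciferase activity.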
ATXN viability: Viability Counterscreen for Primary qHTS for Inhibitors of ATXN expression; AID 651635, 2014; Potency, µM (titrated, usually from 56.7 µM), hits mostly cytotoxic; S2 cells (HEK-293 line with an ATXN2-luciferase reporter) viability, CellTiter-Fluor protease fluorescence, 24 h; 400,000 compounds, 0.49% hits; further: nearly all actives have a fitted effect of over 40% in size
HepG2 tox: qHTS for Inhibitors of TGF-b: Cytotox Counterscreen; HepG2 CAGA-GFP viability, ATP luminescence, 18 h; Potency, µM (highest dose often 46.1 µM), without a hit: at the top dose activity change, negative = cytotoxicity, actives largely listed as cytotoxic; 410,000 compounds, 0.76% hits; further: some results filed as inactive show a strong effect at the top dose
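CellTiter-Glo luminescence gave cytotoxicity after 18 hours at 37 degrees C. The cells were HepG2 CAGA-GFP in 1% FBS DMEM, stimulated with 500 pg/mL TGF-beta after compound addition. %Activity was normalised to no-cell wells (complete cell-killing) and DMSO (no toxicity), and curves were fitted and classified.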
ATXN2 expr inh: Primary qHTS for Inhibitors of ATXN expression | HEK-293 ATXN2-luciferase reporter, luminescence, 24 h | Potency, µM (titrated, usually from 57 µM), inactives show at the top dose activity change, negative = inhibition, usual class: inhibitors | 360,000 compounds, 0.72% hits | AID 1745845, 2022; further: on the % scale 0 is the no-effect control and ±100 the full control effect; nearly all actives have a fitted effect of over 55% in size
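ATXN2-luciferase reporter cells (luciferase flanked by upstream and downstream ATXN2 gene portions) were treated 24 h at 37 °C with compounds at up to 57 uM. SteadyGlo luminescence gave expression; GF-AFC fluorescence gave viability.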
TGFb inhibitor: qHTS for Inhibitors of TGF-b | HepG2 CAGA-GFP TGF-b/SMAD3 reporter, GFP fluorescence, 18 h; TGF-beta stimulated, 500 pg/mL final | Potency, µM (doses to about 46.1 µM), without a hit: at the top dose activity, negative = inhibition, hits mostly inhibitors | 410,000 compounds, 1.2% hits | AID 588855, 2011; further: on the % scale 0 is the no-effect control and ±100 the full control effect; nearly all actives have a fitted effect of over 65% in size
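Read-out: total well GFP (ex488/em500-530) summed from mean per-cell fluorescence. Cells: HEPG2 CAGA-GFP, 1% FBS DMEM, 18 h at 37 degrees C with 500 pg/mL final TGF-beta. Unstimulated wells served as the full-inhibition control; stimulated DMSO wells = 0%.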
Nrf2 inh: Nrf2 qHTS screen for inhibitors; A549 ARE-Fluc reporter, luciferase luminescence, 18-24 h; 360,000 compounds, 2.1% hits; AID 504444, 2011; Potency, µM (series often up to 46 µM), inactives show at the highest dose activity change, negative = inhibition, most hits filed as inhibitors; further: on the % scale 0 is the no-effect control and ±100 the full control effect; nearly all actives have a fitted effect of over 60% in size
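Nrf2 function is reported as luminescence of an ARE-controlled luciferase in A549 cells. Compounds were tested at several concentrations, and a CellTiter-Fluor read on the same wells flagged cytotoxicity.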
Numbers without * were called inactive; i = inactive; ? = inconclusive; . = not tested or not shown; [ ] = remark or other dose. The call rests on the fitted dose curve; in most records, active means well fitted curve in the direction sought with a large enough effect; inconclusive means small, poorly fitted or top-dose-only effect, or another doubt; inactive means no such curve, though single readings can be large; an effect the other way counts as inactive or inconclusive. Potency means the concentration at half of the fitted maximal effect. An excerpt; rates above refer to the full screens.

SMILES	EPAC2 antagonist	MCF10A rerep	Nrf2 ARE act	A549 viability	ATXN viability	HepG2 tox	ATXN2 expr inh	TGFb inhibitor	Nrf2 inh
C=CCOc1ccc(C(=O)Nc2ccccc2C(=O)N2CCCC2)cc1	8.1%	?	0.2%	14.6%	i	-3.0%	4.7%	-1.1%	5.8%
O=C(c1cc2ccccc2oc1=O)N1CCOCC1	2.9%	?	3.2%	-1.7%	i	-0.4%	56.4%[activator]	1.5%	2.5%
COCC(C)n1c(=O)sc2ccccc2c1=O (centres undefined)	?	-5.4%	0.2%	10.5%	i	20.2%	15.1%	23.5%	-5.9%
COC(=O)c1ccc(CN2CCC(n3nccc3NC(=O)C3CCCC3)CC2)cc1	13.7%	-4.2%	-0.4%	-0.8%	i	-2.1%	-1.4%	-10.9%	8.0%
O=C(NC(=S)N1CCN(c2ccc([N+](=O)[O-])cc2)CC1)c1ccccc1Cl	-0.2%	2.0%	0.0%	?	i	-23.2%	-29.5%	-12.3%	?
CCOC(=O)Cn1c(S(=O)(=O)Cc2ccc(F)cc2)nc(-c2ccccc2)c1-c1ccccc1	-7.1%	-2.7%	-0.5%	-1.4%	i	-28.4%	71.3%[activator]	-14.7%	11.8%
COc1cc(NC(=O)CCC(=O)O)nc(OC)n1	3.1%	-5.2%	0.1%	2.5%	i	2.1%	7.6%	4.0%	8.1%
CCN(C(=O)COc1cc(=O)n(CC)c2ccccc12)c1cccc(Cl)c1	2.5%	9.7%	4.7%	4.3%	?	-24.0%	15.1%	-23.4%	1.5%
Cc1c(C)n(C(=O)CSc2ncn[nH]2)c2ccccc12	-2.8%	1.6%	-0.9%	-15.1%	i	-1.0%	-9.6%	3.9%	-7.7%
CCOC(=O)N1CCN(Cc2nc3cc(NC(=O)C(C)C)ccc3n2C(C)C)CC1	.	.	2.7%	-22.4%	?	1.5%	-6.0%	-7.9%	16.6%
O=C(NCc1n[nH]c(=S)n1-c1ccc(Br)cc1)c1ccc(S(=O)(=O)N2CCCCC2)cc1	-2.7%	-21.2%	-0.3%	1.5%	i	-6.8%	-0.2%	2.1%	6.3%
Cc1ccc(S(=O)(=O)N2CCN(CC(=O)N/N=C\C(Cl)=C\c3ccccc3)CC2)cc1	-14.6%	6.8%	0.6%	9.6%	i	-37.8%	-11.1%	-27.3%	13.2%
Cc1ccc(Cl)cc1Nc1nc2ccccc2c2nncn12	.	.	10.9%	-1.5%	i	-21.0%	-8.7%	2.3%	8.2%
COC(=O)c1cccc(NC(=O)COC(=O)CSc2nc(C)cc(C)n2)c1	-0.1%	-2.4%	0.4%	-2.0%	i	10.0%	0.2%	2.3%	.
CCOC(=O)c1c(Nc2ccccc2)sc(/C=C2\C=Nc3ccccc32)c1O	12.8%	24.9%	0.4%	-16.1%	?	-19.7%	-32.1%	-1.1%	?
Clc1cccc(-c2ccc(C=Nc3ccc(N4CCOCC4)cc3)o2)c1Cl	2.2%	20.6µM*	4.8%	0.5%	i	-6.8%	.	-2.7%	9.8%
CC1CN(C(=O)COc2ccc3c(-c4ccccc4)cc(=O)oc3c2)CC(C)O1 (centres undefined)	0.9%	9.3%	0.4%	11.7%	i	-6.7%	.	-4.6%	-7.8%
O=C(c1cccs1)N1CCN(S(=O)(=O)c2cccs2)CC1	4.6%	6.2%	-0.6%	-3.8%	i	-5.3%	-0.7%	4.1%	0.4%
CCOC(=O)CN(C(=O)CSc1nnc(C)n1-c1ccccc1)c1ccccc1	-2.0%	5.1%	-0.5%	8.1%	i	-16.8%	1.3%	-0.1%	-1.2%
Cc1nc2ccc(S(=O)(=O)CCC(=O)Nc3ccc(F)cc3C)cc2s1	.	.	0.5%	9.4%	.	3.4%	.	-1.1%	7.5%
C[C@H](CO)N1C[C@H](C)[C@@H](CN(C)S(=O)(=O)c2ccc(-n3cccn3)cc2)OCc2cn(nn2)CCCC1=O	3.0%	.	0.3%	.	i	-3.3%	-6.0%	0.8%	.
O=C(NC(=S)NCCN1CCOCC1)c1ccccc1Cl	-9.6%	-0.7%	0.2%	0.6%	i	-26.6%	0.3%	3.9%	-4.8%
Cc1cc(C(=O)NCCC(c2ccccc2)c2ccccc2)c(C)o1	-4.2%	?	0.1%	-8.1%	i	-16.5%	35.7%	-5.0%	-1.2%
CC(=O)c1nn(-c2ccc(OC(F)(F)F)cc2)nc1Nc1ccccc1	.	.	1.3%	-0.1%	.	-0.4%	.	-3.7%	?
CN(C)C(=O)c1cc(C(=O)c2ccc(Cl)cc2Cl)c[nH]1	16.4%	23.4%	5.7%	7.5%	i	-21.7%	8.7%	-6.8%	-5.9%
CN1CCN(c2ccc(CNC(=O)c3ccc4c(c3)OCCO4)cc2)CC1	5.6%	11.8%	1.9%	10.3%	i	-10.6%	7.4%	-4.0%	?
CC(=O)NC(Cc1ccccc1)c1ccc2c(c1)OCCCO2 (centres undefined)	3.2%	-1.6%	2.9%	5.9%	i	-16.8%	21.4%	-6.3%	13.8%
CCOC(=O)c1c(NC(=O)C2c3ccccc3Oc3ccccc32)sc2c1CCC(CC)C2 (centres undefined)	.	.	0.5%	-2.4%	i	-11.5%	10.0%	10.4%	6.1%
Cc1ccc(NC(=O)N2CCCC2C(=O)Nc2nnc(C(C)C)s2)cc1 (centres undefined)	3.4%	?	-0.3%	-2.9%	i	-4.8%	0.2%	18.7%	6.7%
CCOC(=O)C(=O)NCC(c1cccnc1)N1CCN(c2ccccc2)CC1 (centres undefined)	.	.	0.2%	-14.5%	i	5.7%	6.4%	-2.5%	?
CCc1nn2c(=O)cc(COc3ccc(/C=C4\C(=N)N5N=C(CC(C)C)SC5=NC4=O)cc3)nc2s1	11.4%	-1.9%	-1.0%	5.9%	i	13.4%	.	-4.4%	3.7%
CCOc1ccc(C(=O)NCC(=O)OCCCOC(=O)CNC(=O)c2ccc(OCC)cc2)cc1	2.8%	8.2%	-0.2%	-4.7%	i	-6.6%	-1.4%	-1.6%	12.7%
COc1cccc(C(c2nnnn2C2CCCC2)N2CCN(C/C=C/c3ccccc3)CC2)c1OC (centres undefined)	7.7%	.	1.0%	.	.	-18.6%	?	?	.
Cc1ccc(S(=O)(=O)n2c([N+](=O)[O-])cnc2C)c(C)c1C	0.7%	13.5%	0.0%	-1.7%	i	-1.6%	-7.0%	-11.0%	-4.2%
COc1cccc(OC)c1OCCCOc1ccc(C)cc1Br	-28.2%	7.3%	-0.3%	14.9%	i	-10.3%	23.8%	-8.5%	2.7%
COc1cccc(C(=O)Nc2ccc(NC(=O)Cc3ccccc3)cc2)c1	5.3%	-0.3%	0.2%	0.7%	i	-2.7%	-21.9%	-7.4%	-13.0%
COc1cccc(-c2ccc3ncnc(NCc4cccc(C)c4)c3c2)c1	-24.8%	?	-1.5%	-0.1%	i	-13.3%	-2.3%	?	?
O=C(c1cccs1)N1CCCC(c2nc3c(nnn3Cc3c(Cl)cccc3Cl)c(=O)[nH]2)C1 (centres undefined)	-24.8%	-20.4%	0.4%	-25.2%	i	-7.1%	-18.0%	-0.2%	?
c1ccc(CCN=C2CCCc3c2[nH]c2ccccc32)cc1	-8.5%	0.0%	5.1%	2.5%	?	-16.6%	-1.3%	-10.9%	-14.0%
Cc1ccc(S(=O)(=O)NC2CCC(C(=O)O)CC2)cc1 (centres undefined)	-1.0%[57.1 µM]	4.3%	0.1%	4.5%	i	0.0%	-4.9%	1.7%	-9.9%
O=C(CSc1nnc(Nc2ccccc2F)s1)NCC1CCCO1 (centres undefined)	4.0%	-0.4%	2.4%	2.9%	i	-17.6%	33.6%	-5.8%	-4.6%
Cc1nc(-c2ccccc2)nc(-c2ccccc2)n1	-0.9%	0.0%	?	5.8%	i	-11.0%	6.1%	14.2%	2.2%
O=C(NNc1ccc(Cl)cc1)c1cccs1	-9.4%	?	2.1%	1.6%	i	-17.8%	?	-2.2%	-1.8%
C/C(CC(=O)NCc1ccco1)=N\NC(=O)CC#N	-8.5%	2.0%	-0.4%	0.6%	i	-9.6%	-7.9%	8.3%	-7.9%
CCN(CC(=O)NCCCN1CCOCC1)S(=O)(=O)c1cc(Cl)ccc1Cl	4.8%	-0.5%	0.2%	5.2%	i	-21.7%	-7.6%	3.9%	-15.6%
Cc1cc(Br)ccc1NC(=O)c1ccc(-n2cncn2)c([N+](=O)[O-])c1	0.0%	0.1%	-0.4%	-2.9%	i	-30.2%	-8.0%	?	-3.3%
CCCCC[C@@H](C)N1C[C@@H](COCc2ccccc2)Oc2cc(N3CCC[C@H]3CO)ccc2S1(=O)=O	-22.4%	.	-0.8%	.	?	.	0.0%	.	.

In another format: results already given.
smiles | EPAC2 antagonist | MCF10A rerep | Nrf2 ARE act | A549 viability | ATXN viability | HepG2 tox | ATXN2 expr inh | TGFb inhibitor | Nrf2 inh
C/C(CC(=O)NCc1ccco1)=N\NC(=O)CC#N | -8.5% | 2.0% | -0.4% | 0.6% | i | -9.6% | -7.9% | 8.3% | -7.9%
O=C(c1cc2ccccc2oc1=O)N1CCOCC1 | 2.9% | ? | 3.2% | -1.7% | i | -0.4% | 56.4%[activator] | 1.5% | 2.5%
Cc1c(C)n(C(=O)CSc2ncn[nH]2)c2ccccc12 | -2.8% | 1.6% | -0.9% | -15.1% | i | -1.0% | -9.6% | 3.9% | -7.7%
CCN(C(=O)COc1cc(=O)n(CC)c2ccccc12)c1cccc(Cl)c1 | 2.5% | 9.7% | 4.7% | 4.3% | ? | -24.0% | 15.1% | -23.4% | 1.5%
